V-ATPase pHluor: yeast V-ATPase proton transport regulation by pHLuorin; AID 504577; 0.37% of 350,000 active; response, % at 10 µM; S. cerevisiae, pHLuorin cytosolic pH fluorescence; in the data active = response mostly above about 7.3%, no sharp cut-off; inactive = mostly below about 5.4%; also: actives read high; inactives centre near 0; some compounds called inactive have numbers as strong as hits; reference of the scale not given here
CDK5 p35 inh: CDK5/p35 (human) kinase inhibition. Q00535+Q15078. Recombinant CDK5/p35, ADP-Glo luminescence, 60 min. inhibition, % at 10 µM. 0.01% of 330,000 active. AID 488839;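 active = highest replicate inhibition of at least 50% and at least 75% of replicates reaching 50%; inconclusive = only one of the two criteria met; inactive = both criteria failed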;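 also: plate controls were DMSO neutral control for no effect and GW8510 at 10 µM for full effect; many of its hits are not listed in these tables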
MITF TRPM1 HTS: activators of MITF-driven TRPM1 promoter activity in SK-MEL-5 cells; SK-MEL-5 TRPM1-promoter luciferase, 24 h; % of positive control, neutral wells = 0; activation, % at 12.5 µM; 0.75% of 300,000 active; AID 588334;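 active = mean activation of at least 80% with every replicate also reaching 80%; inconclusive = mean reaches 80% but some replicate falls short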;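 also: 0% = neutral control wells and 100% = parthenolide positive control wells; values of inactives mirror those of a sister screen read the other way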
SR-BI DiI inh: inhibitors of mouse SR-BI mediated HDL lipid uptake | 0.96% of 320,000 active | ldlA[mSR-BI] CHO cells, DiI-HDL uptake fluorescence, 3 h | inhibition, % at 12.5 µM;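 active = mean replicate inhibition of at least 70% and a set share of replicates each scoring 70 or more; inconclusive = meets just one of the two criteria; inactive = fails both criteria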;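 also: 0% = median of neutral control wells and 100% = median of positive control wells; values of inactives mirror those of a sister screen read the other way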
PvdQ inh: blocks Pseudomonas aeruginosa PvdQ acylase activity; purified PvdQ acylase, fluorescence plate reader; 0.063% of 340,000 active; AID 488965; inhibition, % at 10 µM; in the data active = inhibition above about 30%, passing the limit was not always enough; inconclusive = no clear call, values can overlap the other calls;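 also: 0% = vehicle neutral wells and 100% = reference inhibitor wells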
HTR5A ag ctr: HTR5A agonism, opioid heterodimer counter-screen; activation, % at 9.3 µM; HTR5A agonist assay, luminescence, cell-based; 0.61% of 340,000 active; P47898; in the data active = activation mostly above about 9.5%, no sharp cut-off; inactive = mostly below about 7.6%;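 also: 0% = cells with vehicle only and 100% = reference agonist; strong numbers were not always called active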
Target sequence (P47898 whole entry, looked up): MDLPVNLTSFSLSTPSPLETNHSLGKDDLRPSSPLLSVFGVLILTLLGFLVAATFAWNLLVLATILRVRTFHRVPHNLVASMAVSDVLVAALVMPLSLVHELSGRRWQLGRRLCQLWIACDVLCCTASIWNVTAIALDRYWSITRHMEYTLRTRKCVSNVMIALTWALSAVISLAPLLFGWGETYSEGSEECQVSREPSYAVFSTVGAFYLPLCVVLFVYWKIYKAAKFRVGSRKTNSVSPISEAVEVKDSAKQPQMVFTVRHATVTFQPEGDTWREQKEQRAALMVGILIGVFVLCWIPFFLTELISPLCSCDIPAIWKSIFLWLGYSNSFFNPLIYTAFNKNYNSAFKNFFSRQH
Wnt bcat act: activators of Wnt/beta-catenin signaling | Wnt/beta-catenin reporter cell assay, activator, plate reader | activation, % at 9.35 µM | 1.2% of 300,000 active | AID 743398; in the data active = activation above about 30%, passing the limit was not always enough; inconclusive = no clear call, values can overlap the other calls;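 also: 0% = neutral control wells and 100% = positive control wells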
HTR5A inv ag: HTR5A inverse agonism, opioid heterodimer counter-screen | inhibition, % at 9.3 µM | 0.083% of 340,000 active | AID 504634 | HTR5A cell line, luminescence; in the data active = inhibition mostly above about 23%, no sharp cut-off; inactive = mostly below about 18%;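 also: 0% = cells with DMSO and 100% = no-cell wells with DMSO; some compounds called inactive have numbers as strong as hits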
dFosB act: mouse delta FosB homodimer activation | purified delta FosB, TAMRA-CDK5 oligo fluorescence polarization; percent of positive-control signal above neutral wells | activation, % at 25 µM | 0.99% of 340,000 active | AID 493131;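 active = mean activation above about 17%, with every replicate also reaching it, limit read from the data, passing the limit was not always enough; inconclusive = only one of the two conditions met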;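 also: fluorescence polarization rise as delta FosB binds a TAMRA Cdk5 AP-1 oligo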
Target sequence (P13346 whole entry, looked up): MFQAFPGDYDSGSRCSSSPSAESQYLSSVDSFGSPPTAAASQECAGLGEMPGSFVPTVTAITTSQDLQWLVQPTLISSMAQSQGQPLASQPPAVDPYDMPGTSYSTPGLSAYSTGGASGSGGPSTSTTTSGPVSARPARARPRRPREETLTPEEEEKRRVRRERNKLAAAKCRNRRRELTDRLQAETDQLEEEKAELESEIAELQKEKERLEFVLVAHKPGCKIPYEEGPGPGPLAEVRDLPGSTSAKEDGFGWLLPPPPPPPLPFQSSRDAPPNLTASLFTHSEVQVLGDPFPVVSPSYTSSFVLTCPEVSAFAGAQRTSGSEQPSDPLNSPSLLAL
NSD2 inh: blocks human histone methyltransferase NSD2; NSD2 peptide methylation, AlphaScreen, 120 min; inhibition, % at 12.5 µM; 0.54% of 310,000 active; in the data active = inhibition above about 50%
* marks the source's active call; other numbers are inactive results; i = inactive; ? = inconclusive; nt = not tested or not shown.

Screens in order: V-ATPase pHluor	CDK5 p35 inh	MITF TRPM1 HTS	SR-BI DiI inh	PvdQ inh	HTR5A ag ctr	Wnt bcat act	HTR5A inv ag	dFosB act	NSD2 inh
- N#CC(C#N)=C1NC2(CCCCC2)Cc2ccccc21
  -1	-1.3	-7	2	-8	2	2	-6	-6	-2
- Cn1nnnc1SCC(=O)c1ccc(Br)s1
  5	-2.2	12	3	5	2	nt	-20	2	0
- O=C(Nc1ccccc1-c1nc2ccccc2s1)c1cccnc1
  3	0.3	8	1	14	-2	0	6	-13	-6
- CC(CCc1ccccc1)NC(=O)CN(C)Cc1ccc(F)cc1 (stereo not given)
  0	-0.5	-2	-11	-1	0	2	-1	2	-1
- CC1CCC(NC(=O)Cn2c(=O)oc3ccccc32)CC1 (stereo not given)
  2	-3.0	11	-3	-10	0	4	-1	0	-1
- CC(C)[C@H](NC(=O)N1c2ccccc2NC(=O)[C@@H]1C(C)C)C(=O)N[C@H](C(=O)O)c1ccccc1
  2	1.2	-2	-13	10	-1	1	12	3	nt
- CCOCC(=O)NCc1ccc2c(c1)cc(C)n2C
  1	0.9	nt	-5	3	0	-3	0	-11	nt
- CCc1ccc(OCC(=O)OC2CCS(=O)(=O)C2)cc1 (stereo not given)
  0	0.2	4	-30	-5	1	-2	-1	3	-3
- O=C1OCCC1Sc1nc2ccccc2n1Cc1ccccc1 (stereo not given)
  -2	0.3	-5	0	-12	-2	nt	-11	-3	1
- O=C(NNc1cccc(Cl)n1)C(F)(F)F
  1	-2.3	-4	5	-1	2	-1	-5	1	2
- Cc1cccc(NC(=S)NCc2cccn2C)c1
  2	-0.7	-4	29	-11	6	nt	4	-7	4
- O=c1c2c([nH]n1-c1ccccc1)CCCC2
  -4	1.4	-10	4	-13	-2	-7	6	0	-3
- Cc1ccc(Sc2ccc(S(=O)(=O)Nc3ccc(C(=O)O)cc3)cc2)cc1C
  2	-0.6	-15	-13	-8	-3	-1	10	-10	8
- C=CCOc1ccc(Br)cc1CNC(C)(C)CO
  -2	-6.2	-2	-10	-15	5	0	1	1	-1
- CCOC(=O)c1sc(NS(=O)(=O)c2ccccc2Cl)nc1C
  -2	-1.4	4	-28	-12	1	nt	-17	1	2
- CN1CCN(c2nc(-c3ccco3)cc(C(F)(F)F)n2)CC1
  0	1.9	-1	-8	2	2	-3	-7	-3	-3
- COc1ccccc1NC(=O)CSc1nncn1N
  7	-2.6	9	-12	2	13*	1	-2	1	1
- Nc1nc(SCC(=O)c2ccc(Br)s2)n[nH]1
  2	0.7	-10	i	-4	nt	-1	nt	-7	-1
- CN(C(=O)c1ccc2c(=O)n3c(nc2c1)CCCCC3)c1ccccc1
  5	0.3	-10	-3	1	-8	nt	8	-7	0
- Cc1noc(C)c1C(=O)Nc1nc2ccc(Cl)cc2s1
  -1	1.0	50	15	8	1	11	-13	-11	1
- Cc1ccc(Cl)cc1NC(C#N)c1ccccc1 (stereo not given)
  -4	-1.5	-1	10	21	1	2	-2	-7	-3
- O=C(Nc1ccc(NC(=O)c2ccco2)cc1)c1ccc2c(c1)OCCO2
  -1	-1.7	-23	44	-2	nt	6	nt	?	-4
- Cn1nccc1C(=O)NC1CC(C)(C)Cc2c1cnn2-c1ccc(F)cc1 (stereo not given)
  5	-2.3	-3	23	-5	-3	1	11	-5	0
- CC(=O)c1cccc(NC(=O)COc2nsnc2N2CCOCC2)c1
  4	0.5	0	18	8	0	-2	-25	-5	-5
- COC(=O)c1cc(NC2c3ccccc3C(=O)N2c2ccc(Cl)cn2)cc(C(=O)OC)c1 (stereo not given)
  1	-2.5	nt	58	-11	0	5	11	1	nt
- CCOC(=O)CCCCCN1C(=O)c2cccc3cccc(c23)C1=O
  3	1.4	nt	-34	13	-1	-3	-28	-4	-9
- Cc1cccc(NC(=O)CSCC(=O)Nc2ccccc2C(=O)NC2CC2)c1
  -1	0.1	-3	-1	-14	0	-3	0	-3	-1
- CC(=O)Nc1cccc(/C(C)=N/NC(=O)c2c(-c3ccccc3Cl)noc2C)c1
  3	nt	-9	-16	0	1	nt	8	1	-2
- N[C@@H](Cc1ccc(O)cc1)C(=O)Nc1ccc2ccccc2c1
  10	0.7	18	-10	10	-1	-2	-7	-1	3
- CCOC(=O)c1ccc(NC(=O)C(=O)NCC2(c3ccc(OC)cc3)CCOCC2)cc1
  1	2.3	nt	14	-5	2	-4	-6	-9	1
- CN(C)c1ncc(S(=O)(=O)c2ccccc2)c(N)n1
  -1	-1.1	8	-17	9	-2	-2	1	4	0
- O=C1NC(=O)C2(CCc3ccccc32)N1 (stereo not given)
  5	-1.9	3	-30	-4	10	0	-29	5	0
- O=c1[nH]cnc2sc3c(c12)CCCC3
  -3	0.9	11	-22	-4	6	nt	-16	2	-2
- O=C(O)c1cc(Cl)c(Cl)cc1C(=O)N1CCOCC1
  -1	-0.2	3	-30	-6	1	-3	-25	0	25
- O=C(COC(=O)c1cc(-c2cccnc2)nc2ccccc12)Nc1ccc(F)cc1F
  -1	-1.5	-18	25	-2	-3	nt	9	-13	1
- O=C(/C=C/c1ccc(F)cc1)NCCCn1ccnc1
  2	2.4	-4	-11	-12	4	2	-14	-1	-2
- O=C(Cc1ccc(S(=O)(=O)N2CCOCC2)s1)Nc1cc(Cl)ccc1Cl
  0	-0.2	-20	3	-5	-2	-2	7	-11	4
- CCN(CC)CCN1C(=O)C(O)=C(C(=O)c2cccs2)C1c1ccc(C)o1 (stereo not given)
  -5	-0.2	nt	-9	-12	0	12	0	1	4
- CCOC(=O)Cc1csc(NS(=O)(=O)c2ccc(Br)cc2)n1
  3	-1.1	4	-19	-6	0	0	1	-1	-6
- COc1cccc(N(C(=O)CNC(=O)c2ccco2)C(C(=O)NC2CCCCC2)c2cccnc2)c1 (stereo not given)
  -2	-0.1	-6	nt	-4	0	-2	1	-7	-3
- COc1ccc(CCNCC(=O)Nc2ccc(C)c(S(=O)(=O)N(C)C)c2)cc1OC
  -6	-0.2	1	nt	-16	5	-3	-29	-7	-2
- Cc1cccc(-n2c(C)cc(/C=N/n3cnnc3)c2C)c1
  2	-1.3	-9	13	-29	11	nt	-28	-3	9
- Cc1ccccc1OCC(=O)NC(=S)Nc1cccc2cc(O)ccc12
  4	-0.9	-3	-1	10	3	-3	-1	7	-2
- COc1ccc(OC)c(NC(=O)Nc2ccccc2C)c1
  -6	0.1	-3	16	-3	3	nt	-25	-5	-1
- CC(C)(/C=N/NC(=O)CSCc1ccccc1Cl)CCC#N
  2	0.6	-5	-21	5	-5	nt	-25	-4	-3

Random excerpt: two compounds from above
Screens in order: V-ATPase pHluor	CDK5 p35 inh	MITF TRPM1 HTS	SR-BI DiI inh	PvdQ inh	HTR5A ag ctr	Wnt bcat act	HTR5A inv ag	dFosB act	NSD2 inh
- O=C(Cc1ccc(S(=O)(=O)N2CCOCC2)s1)Nc1cc(Cl)ccc1Cl
  0	-0.2	-20	3	-5	-2	-2	7	-11	4
- Cc1cccc(NC(=O)CSCC(=O)Nc2ccccc2C(=O)NC2CC2)c1
  -1	0.1	-3	-1	-14	0	-3	0	-3	-1

Going on with the list.
Screens in order: V-ATPase pHluor	CDK5 p35 inh	MITF TRPM1 HTS	SR-BI DiI inh	PvdQ inh	HTR5A ag ctr	Wnt bcat act	HTR5A inv ag	dFosB act	NSD2 inh
- COc1cc(Cl)c(C)cc1NC(=O)Cc1ccc(OC)c(OC)c1
  1	-0.8	-19	46	-5	1	0	-4	-8	-8
- N#CCCCSc1ncccc1-c1nc2ccccc2[nH]1
  3	2.9	-33	6	-17	-1	nt	20	-6	-3
- COc1ccc(C(=O)NNC(=O)C(C)NC(=O)c2ccccc2NC(=O)c2ccco2)cc1 (stereo not given)
  3	-0.6	12	-9	-15	-3	-1	8	4	-2
- O=C(NCc1ccccn1)C(=O)NCC(c1ccco1)N1CCN(c2ccc(F)cc2)CC1 (stereo not given)
  5	1.4	5	nt	-15	9	-3	5	-13	-2
- O=C(CCc1ccccc1)NNc1cc(N2CCCCC2)nc(N2CCCCC2)n1
  -2	-0.5	-3	nt	6	3	4	-40	-7	3
- COc1ccc(NS(=O)(=O)c2cc(NC(=O)/C=C/c3cccs3)ccc2N2CCOCC2)cc1
  -3	-0.2	-6	7	-9	5	-6	2	5	-2
- CCSc1nnc(Nc2ccccc2)s1
  1	0.0	69	nt	0	3	5	-8	-4	2
- Cc1cccc(-n2ncc3c(N4CCCc5ccccc54)ncnc32)c1
  3	-1.9	65	12	-12	1	nt	15	-10	-3
- Cc1cc(N(C)C)nc(SC(C)C)n1
  4	-1.4	-2	-22	-14	7	-6	13	-1	5
- CC(=O)Nc1ccc(S(=O)(=O)N2CCC(n3cnc4cc(F)ccc43)CC2)cc1
  5	3.8	5	-13	-14	0	-2	-17	-10	-3
- COc1ccc(CCNC(=O)c2ccc(CNc3nc(=S)[nH]c4ccccc34)cc2)cc1OC
  1	-0.1	-8	46	-1	1	0	10	-2	-1
- O=C(CCCCCN1C(=O)c2ccccc2C1=O)Nc1ccc(S(=O)(=O)N2CCCCC2)cc1
  nt	0.4	13	-23	-9	1	0	-1	-17	-2
- C=CCn1c(CC#N)nnc1N1CCOCC1
  -5	4.2	4	-30	10	3	nt	11	-7	3
- O=C(CN1CCCc2ccccc21)Nc1cccc(S(=O)(=O)N2CCOCC2)c1
  -1	-0.4	-14	30	0	14	1	9	-4	0

Looked up above.
Result of Cc1cc(N(C)C)nc(SC(C)C)n1 under Wnt bcat act: -6
Result of COc1ccc(CCNC(=O)c2ccc(CNc3nc(=S)[nH]c4ccccc34)cc2)cc1OC under MITF TRPM1 HTS: -8
Result of CCSc1nnc(Nc2ccccc2)s1 under CDK5 p35 inh: 0.0
Result of O=C(NCc1ccccn1)C(=O)NCC(c1ccco1)N1CCN(c2ccc(F)cc2)CC1 (stereo not given) under V-ATPase pHluor: 5
